# SIRT5 block: inhibitors of human sirtuin-5 desuccinylase; Q9NXA8; inhibition, % at 15 µM; Purified SirT5, succinyl-peptide AMC, trypsin-coupled fluorescence; AID 652115; hit rate 1.1% among 330,000; in the data active = inhibition above about 15%
# Target sequence (Q9NXA8 whole entry, looked up): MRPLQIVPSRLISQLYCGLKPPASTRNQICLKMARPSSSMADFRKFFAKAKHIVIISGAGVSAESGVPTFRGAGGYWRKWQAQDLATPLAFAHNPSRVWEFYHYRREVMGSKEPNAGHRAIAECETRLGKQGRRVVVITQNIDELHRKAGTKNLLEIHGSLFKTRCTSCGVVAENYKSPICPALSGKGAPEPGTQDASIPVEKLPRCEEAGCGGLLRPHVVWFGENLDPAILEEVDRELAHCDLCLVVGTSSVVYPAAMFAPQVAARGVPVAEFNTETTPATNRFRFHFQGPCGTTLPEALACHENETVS
# miR122 inh: blocks miR-122 activity in Huh7 sensor cells. Huh7 miR-122 Renilla luciferase sensor, 48 h; neutral wells = 0, positive control = 100. activation (reporter increase), % at 12.5 µM. hit rate 0.3% among 340,000;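 active = mean replicate activation score at least 90 and every replicate individually at or above 90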;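 note: higher luciferase means less miR-122 activity so hits act as miR-122 inhibitors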
# Cneo AK release: Cryptococcus neoformans lysis via adenylate kinase release; C. neoformans lysis, adenylate kinase release luminescence, 4 h; normalised: neutral wells 0, clomiphene wells 100; lysis activity, % at 15 µM; hit rate 0.2% among 360,000;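 active = mean lysis activity across replicates of at least 80%, whatever share of replicates individually reach that level; inactive = mean lysis activity below 80%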
#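 read-out = cell lysis signal | test system = log-phase Cryptococcus neoformans yeast cells | input = cells at 5 × 10^6 per mL | medium = fresh YPD growth medium | signal = luminescent adenylate kinase detection reagent | timing = 4 h at 37 °C static, read 1 h later | dosing = single dose | controls = Clomiphene as positive lysis control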
# Statin myotox sup: suppressors of simvastatin-induced myotoxicity in C2C12 myotubes; ATP luminescence, 48 h; scaled: DMSO 0, geranylgeraniol control 100; rescue of ATP level, % at 7.49 µM; AID 602340; hit rate 0.78% among 330,000;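 active = mean ATP rescue above about 67%, or every replicate alone reaching that limit, limit read from the data, passing the limit was not always enough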;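 note: myotubes were challenged with 10 µM simvastatin during compound exposure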
# ERp5 inh: blocks human ERp5 reductase activity on insulin; AID 651711; ERp5 insulin aggregation, absorbance 650 nm, 90 min; inhibition, % at 9.99 µM; Q15084; hit rate 0.05% among 350,000;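 active = mean replicate inhibition above about 25%, with every replicate also reaching it, limit read from the data, passing the limit was not always enough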
# Target sequence (Q15084 whole entry, looked up): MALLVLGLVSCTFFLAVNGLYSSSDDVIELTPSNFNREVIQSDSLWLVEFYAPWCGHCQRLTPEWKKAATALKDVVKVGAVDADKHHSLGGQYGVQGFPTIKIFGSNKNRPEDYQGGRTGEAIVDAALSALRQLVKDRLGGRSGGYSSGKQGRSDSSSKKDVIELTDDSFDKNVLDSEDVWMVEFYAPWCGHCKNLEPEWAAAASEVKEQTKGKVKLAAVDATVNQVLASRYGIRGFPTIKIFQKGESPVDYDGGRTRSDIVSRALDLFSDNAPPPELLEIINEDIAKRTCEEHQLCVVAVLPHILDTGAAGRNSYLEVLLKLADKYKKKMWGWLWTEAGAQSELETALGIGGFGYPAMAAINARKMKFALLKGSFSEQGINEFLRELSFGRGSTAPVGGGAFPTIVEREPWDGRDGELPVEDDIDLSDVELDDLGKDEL
# ARNT TACC3 PPI: ARNT/TACC3 interaction disruption; hit rate 0.66% among 390,000; AlphaScreen His-ARNT PAS-B/GST-TACC3 binding, luminescence; TACC3 fragment carries E629A point mutation; Q9Y6A5; inhibition, % at 9.99 µM; AID 623870;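 active = mean inhibition of replicates at least 50% and at least half of replicates each reaching 50%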;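 note: 0% = complete ARNT plus TACC3 wells and 100% = ARNT alone without TACC3; many hits fall short of the cut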
# esBAF inh: SWI/SNF esBAF complex inhibition; reporter increase, % at 12.5 µM; mouse ES cells, Bmi1-luciferase knock-in reporter, 24 h; 100% = twice the neutral-well signal; hit rate 2% among 350,000; AID 602393; in the data active = activation above about 40%;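 note: 0% = median of the plate's neutral control wells and 100% = double that signal; a rise in the Bmi1 reporter signal indicates esBAF inhibition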
# An asterisk follows results filed as active; . = not tested or not shown; [ ] = remark or other dose.
# Below each SMILES: SIRT5 block	miR122 inh	Cneo AK release	Statin myotox sup	ERp5 inh	ARNT TACC3 PPI	esBAF inh
> COc1ccc(C(=O)NNC2CC(=O)N(Cc3ccc(Cl)cc3)C2=O)cc1OC (stereo not drawn)
 : .	-8.0	.	-2.2	.	0.9	-6.4
> CC#C[C@]1(O)CC[C@H]2[C@@H]3CCC4=CC(=O)CCC4=C3[C@@H](c3ccc(N(C)C)cc3)C[C@@]21C
 : -0.5	-4.0	0.7	-17.9	7.1	4.3	6.5
> OCCNCCCCOc1ccccc1F
 : 1.4	-2.9	1.2	11.8	-8.2	0.4	-8.4
> O=C(CSc1nnc(-c2ccccc2)o1)NCC1CCCCC1
 : .	-5.0	-0.7	-0.8	.	-3.2	-9.2
> CCOC(=O)c1ccc(-c2ccc3c(c2)CCC3)nc1C
 : -2.5	-4.6	-1.4	-2.7	-3.1	-16.4	38.2
> O=C(Nc1ccnn1C1CCN(CCCC2CCCC2)CC1)c1ccccc1
 : 4.6	-4.9	15.4	-8.7	1.8	3.8	-5.7
> O=c1ccn(-c2cccc(C(F)(F)F)c2)nc1-c1ccn(-c2ccccc2F)n1
 : .	3.5	2.7	8.9	.	-3.0	-4.3
> CCCCNC(=O)C1(C)CCCCN1C(=O)c1csnn1 (stereo not drawn)
 : .	-5.4	-0.5	-0.4	0.4	.	-2.1
> COc1ccc(C(C)(NC(C)=O)c2nc(-c3cccc4cccnc34)cs2)cc1 (stereo not drawn)
 : .	5.1	2.0	12.5	0.8	.	-2.1
> C[C@H](CO)N1C[C@H](C)[C@H](CN(C)Cc2cccnc2)Oc2cc(-c3ccccc3F)ccc2S1(=O)=O
 : 7.9	-10.0[16.7 µM]	5.2	-16.8	-5.8	3.2	2.9
> Cc1ccc(OCc2cc(C(=O)N3CCN(C4CCCC4)CC3)no2)cc1C
 : -2.4	.	-1.0	3.5	-8.5	-0.5	7.9
> CCS(=O)(=O)c1ncc(Cl)c(C(=O)Nc2ccc(S(=O)(=O)N3CCCC(C)C3)cc2)n1 (stereo not drawn)
 : 2.2	4.6	-0.3	-601.8	.	8.5	-94.5
> CCC(=O)N[C@@H]1CC[C@H](CCn2cc(-c3cccc(OC)c3)nn2)O[C@@H]1CO
 : 0.2	.	1.4	-4.0	.	0.1	0.1
> OCc1nc2c(ccc3ccccc32)[nH]1
 : -0.5	-2.3	0.0	8.6	0.3	-5.9	0.9
> COc1cccc(C(=O)NNC(=O)c2ccccc2Br)c1
 : .	-1.9	1.4	6.1	.	7.9	5.4
> CCCCn1c(-c2ccc([N+](=O)[O-])cc2)n[nH]c1=S
 : .	-5.4	-1.3	1.0	.	2.4	-8.9
> CC(C)(C)c1cc(NC(=O)NN2CCOCC2)nn1-c1c(Cl)cc(Cl)cc1Cl
 : 4.0	.	.	-5.4	-6.6	-3.6	-9.4
> Cc1ccc(CSc2nnc(CNc3ccc(F)cc3)o2)cc1
 : 2.2	.	.	.	4.9	-3.9	.
> Cn1nc(C(C)(C)C)cc1NC(=O)C1(C)CCN1C(=O)c1ccccc1CCc1ccccc1 (stereo not drawn)
 : -2.6	-7.7	3.6	-25.7	-3.6	.	2.0
> COc1ccc(-c2coc3cc(OC)cc(OC)c3c2=O)cc1
 : -3.0	-22.4	-2.5	1.3	8.1	1.6	63.0*
> CO[C@H]1CN(C)C(=O)c2ccc(NC(C)=O)cc2OC[C@@H](C)N(C(=O)CN(C)C)C[C@H]1C
 : .	-5.9[16.7 µM]	-8.7	5.9	.	-8.7	-3.4
> Cc1cc(C)nc(N2CCC(C(=O)NCc3ccco3)CC2)n1
 : .	7.3	1.0	2.9	.	-12.1	-0.3
> Cc1cc(=O)oc2cc(NC(=O)Cc3ccccc3[N+](=O)[O-])ccc12
 : -1.3	-15.4	1.2	8.1	-4.3	-1.9	5.9
> Cc1cc(C(=O)CSc2ccc(Cl)cc2)cc(C)c1OC(=S)N(C)C
 : .	8.2	-0.7	-17.9	.	-0.5	5.7
> CCC1(C)NC(=O)N(/N=C/c2cc(OC)c(O)c(OC)c2)C1=O (stereo not drawn)
 : 0.0	-0.6	.	4.5	3.4	-18.2	-2.9
> COc1ccc(C2=NS(=O)(=O)N(C)C(C(=O)NCc3ccc4c(c3)OCO4)=C2)cc1
 : 0.9	-6.0	-0.7	17.9	-5.1	-0.3	-2.8
> Cc1cccc2cc3c(N)c(C(=O)N4CCOCC4)sc3nc12
 : .	17.8	-1.6	-72.7	.	9.0	37.7
> COc1cccc(C(=O)OCC(=O)c2ccc(Br)s2)c1OC
 : -2.1	-2.7	-4.3	3.6	2.7	-9.0	12.2
> COc1cccc(-c2ccc3c(c2)[C@H]2[C@H](CCN2C(=O)CN2CCOCC2)[C@H](CO)N3)c1
 : 3.2	-7.1[16.7 µM]	-5.0	-8.5	-1.6	1.6	8.5
> CC(=O)N1[C@@H]2Cn3c(ccc(C4=CCCCC4)c3=O)[C@H]1[C@@H](C(=O)NC1CCCC1)[C@@H]2CO
 : -10.7	-2.2[16.7 µM]	1.4	8.9	-1.5	-3.6	0.4
> COc1ccc(S(=O)(=O)Nc2ccc3c(c2)C(=O)N(C)C[C@@H](OC)[C@H](C)CN(C(=O)NC(C)C)[C@H](C)CO3)cc1
 : .	11.9[16.7 µM]	.	8.8	.	.	-2.0
> Cc1noc(C)c1CCC(=O)NC1CCCN(Cc2ccc(Cl)cc2)C1 (stereo not drawn)
 : -14.2	0.2	0.8	0.2	0.8	46.4*	-9.7
> COc1ccc(-c2[nH]ncc2CN(C)Cc2cnccn2)c(OC)c1
 : 4.5	-0.6	-0.5	9.6	1.3	0.0	-0.5
> CN1C(=O)c2cc(NC(=O)c3ccc(F)c(F)c3)ccc2OC[C@@H]2O[C@H](CC(=O)N[C@H]3CCN(Cc4ccccc4)C3)CC[C@@H]21
 : -1.0	.	8.2	13.7	-1.7	2.6	7.2
> Cc1ccccc1NC(=O)c1ccc2c(c1)OCCO2
 : .	-10.5	-4.0	-13.5	.	-1.5	46.7*
> Nc1nnc(CC(=O)N/N=C\c2ccc(-c3cccc(Cl)c3)o2)s1
 : -0.8	-8.8	0.0	-13.6	4.1	6.3	-1.9
> Cc1ccccc1NC(=S)NNc1ncc(C(F)(F)F)cc1Cl
 : .	-6.4	1.5	-9.6	.	10.3	-3.9
> COc1cccc(C(C)N(C)Cc2nc(COc3ccccc3)no2)c1 (stereo not drawn)
 : -2.1	2.3	.	-10.0	-4.8	-6.6	-2.0
> CCOC(=O)N1CCN(C(=O)CN(c2ccc3c(c2)OCO3)S(C)(=O)=O)CC1
 : .	-1.4	-0.5	1.2	.	6.1	-2.5
> COc1ccc(NC(=O)N(C)C[C@@H]2Oc3c(NS(=O)(=O)c4ccccc4)cccc3C(=O)N([C@@H](C)CO)C[C@@H]2C)cc1
 : .	2.6[16.7 µM]	.	-16.4	.	.	3.0
> COc1ccc(S(=O)(=O)NC(CCSC)C(=O)NC2CCCCC2)cc1 (stereo not drawn)
 : -0.9	5.6	.	-1.5	1.5	-4.1	-3.0
> C[C@H]1CN([C@@H](C)CO)S(=O)(=O)c2ccc(-c3cccc(F)c3)cc2O[C@@H]1CN(C)S(=O)(=O)c1ccccc1
 : 15.6*	4.0[16.7 µM]	3.9	23.5	11.7	7.6	5.4
> N#CCC(=O)NNc1c([N+](=O)[O-])cc(C(F)(F)F)cc1[N+](=O)[O-]
 : -1.4	-5.7	1.7	.	-3.5	11.0	.
> CCCNC(=S)Nc1c(C)n(C)n(-c2ccccc2)c1=O
 : 1.4	.	.	.	0.9	-2.6	.
> CC(=O)N[C@@H]1CC[C@H](CC(=O)NCc2ccc(Cl)cc2)O[C@H]1CO
 : -0.3	.	-2.2	1.7	1.1	-4.0	6.7
> O=C(c1nc[nH]c1C(=O)N1CCN(c2ccccc2)CC1)N1CCN(c2ccccc2)CC1
 : .	-2.7	0.0	22.6	-0.6	-1.0	-6.0
> CCOc1cc(C2NC(=O)NC2=O)ccc1O (stereo not drawn)
 : 0.7	-2.4	.	2.6	1.3	-5.6	-3.3
> CC(=O)Nc1ccc(NC(=O)c2ccc(NS(=O)(=O)c3cc(C(C)(C)C)ccc3C)cc2)cc1
 : -9.0	.	.	.	-3.9	-26.2	.
> COc1ccc(N2CCN(C(=O)CN3C(=O)COc4ccccc43)CC2)cc1
 : -1.4	-0.5	0.3	20.5	-12.3	.	-3.9
> CC(=O)Nc1cccc(-c2csc(NCc3ccccc3)n2)c1
 : 0.1	.	.	.	1.4	3.5	.
> C[C@H](NC(=O)NCc1cccs1)C(=O)O
 : .	-10.5	-0.1	-14.2	.	-2.6	2.9
> CC(SCc1ccccc1)C(=O)Nc1ccccc1Br (stereo not drawn)
 : 0.0	1.7	-7.5	6.4	-2.1	5.1	16.1
> CCC(C)(C(=O)NC1CCCCC1)N(CC1CCCO1)C(=O)CNC(=O)c1ccccc1 (stereo not drawn)
 : .	-3.8	-1.0	6.4	.	-4.6	-5.3
> CCC1SC2=NCCN2C1(O)c1ccc(Cl)cc1 (stereo not drawn)
 : .	.	0.9	-5.1	.	-9.4	-3.2
> O=C(COC(=O)c1ccc2c(c1)S(=O)(=O)N=C1CCCCCN12)NCc1cccs1
 : -2.6	3.7	-1.3	4.0	2.3	-3.3	0.7
> CCCCn1c(NCc2ccc(OC)cc2O)nc2ccccc21
 : -1.1	-3.2	0.7	-8.1	2.5	.	1.0
> O=C(C[C@@H]1CC[C@H](NC(=O)c2ccncc2)[C@H](CO)O1)NCC1CC1
 : -3.2	.	-4.1	0.7	2.1	-9.1	-10.0
> O=C(O)CSc1nnc(-c2cccc(S(=O)(=O)N3CCOCC3)c2)n1-c1ccc(F)cc1
 : -1.0	1.5	-0.1	-7.3	-2.1	-4.4	-4.8
> CC1(c2nnc(-c3ccc(F)cc3)o2)CC(c2c(Cl)cccc2Cl)=NO1 (stereo not drawn)
 : -0.7	6.1	3.4	8.0	3.8	-0.7	6.1
> O=C1CC2c3ccccc3C1C1C(=O)N(Cc3ccccc3)C(=O)C21 (stereo not drawn)
 : -0.8	.	.	.	2.2	-9.5	.

# Continued, overlapping the part above by two compounds.
# Below each SMILES: SIRT5 block	miR122 inh	Cneo AK release	Statin myotox sup	ERp5 inh	ARNT TACC3 PPI	esBAF inh
> CC1(c2nnc(-c3ccc(F)cc3)o2)CC(c2c(Cl)cccc2Cl)=NO1 (stereo not drawn)
 : -0.7	6.1	3.4	8.0	3.8	-0.7	6.1
> O=C1CC2c3ccccc3C1C1C(=O)N(Cc3ccccc3)C(=O)C21 (stereo not drawn)
 : -0.8	.	.	.	2.2	-9.5	.
> C=CCn1c(-c2ccoc2C)n[nH]c1=S
 : .	-1.1	-3.8	-6.7	.	-2.9	-4.0
> C[C@H](CO)N1C[C@H](C)[C@@H](CN(C)CC2CC2)Oc2ccc(NC(=O)CCCN(C)C)cc2CC1=O
 : 0.1	-7.0[16.7 µM]	-1.7	19.0	-1.6	-12.2	-1.2
> C[N+]1([O-])[C@@H]2Cc3cc4c(cc3[C@@H]1Cc1cc3c(cc12)OCO3)OCO4 (stereo partly drawn)
 : .	.	-1.7	0.8	1.5	-28.7	-5.2
> O=C(NCc1ccncc1)c1cc(S(=O)(=O)N2CCOCC2)c(Cl)cc1Cl
 : -5.1	7.0	-0.1	0.5	-2.2	-0.3	2.1
> CO[C@@H]1CN(C)C(=O)c2ccc(NC(=O)c3cnccn3)cc2OC[C@@H](C)N(C(C)=O)C[C@@H]1C
 : -18.0	2.0[16.7 µM]	-6.6	3.3	1.2	1.0	-1.0
> O=C(NNc1ccc([N+](=O)[O-])cc1)C1CC2CCCC(C1)C2=O (stereo not drawn)
 : .	.	-1.4	4.5	.	-3.6	-11.2

# Compound profiles (already shown):
# Cc1ccc(CSc2nnc(CNc3ccc(F)cc3)o2)cc1 in the list: SIRT5 block: 2.2; miR122 inh: .; Cneo AK release: .; Statin myotox sup: .; ERp5 inh: 4.9; ARNT TACC3 PPI: -3.9; esBAF inh: .
# Cn1nc(C(C)(C)C)cc1NC(=O)C1(C)CCN1C(=O)c1ccccc1CCc1ccccc1 (stereo not drawn) in the list: SIRT5 block: -2.6; miR122 inh: -7.7; Cneo AK release: 3.6; Statin myotox sup: -25.7; ERp5 inh: -3.6; ARNT TACC3 PPI: .; esBAF inh: 2.0

# Screening results: PubChem BioAssay, Broad Institute
